GLP1R inv ag = inverse agonists of human GLP-1 receptor. P43220. HEK293 GLP-1R CRE-luciferase, luminescence, 24 h; GLP-1R form is constitutively active. Potency, µM (top dose mostly 38.3 µM), without a hit: at the highest dose activity change, negative = inhibition, usual class: inhibitors. 410,000 compounds, 1.6% hits; also: potency is read from the fitted curve at half-maximal effect; % is scaled to controls: 0 for no effect and ±100 for the full control effect; nearly all actives have a fitted effect of over 55% in size
Target sequence (P43220 whole entry, looked up): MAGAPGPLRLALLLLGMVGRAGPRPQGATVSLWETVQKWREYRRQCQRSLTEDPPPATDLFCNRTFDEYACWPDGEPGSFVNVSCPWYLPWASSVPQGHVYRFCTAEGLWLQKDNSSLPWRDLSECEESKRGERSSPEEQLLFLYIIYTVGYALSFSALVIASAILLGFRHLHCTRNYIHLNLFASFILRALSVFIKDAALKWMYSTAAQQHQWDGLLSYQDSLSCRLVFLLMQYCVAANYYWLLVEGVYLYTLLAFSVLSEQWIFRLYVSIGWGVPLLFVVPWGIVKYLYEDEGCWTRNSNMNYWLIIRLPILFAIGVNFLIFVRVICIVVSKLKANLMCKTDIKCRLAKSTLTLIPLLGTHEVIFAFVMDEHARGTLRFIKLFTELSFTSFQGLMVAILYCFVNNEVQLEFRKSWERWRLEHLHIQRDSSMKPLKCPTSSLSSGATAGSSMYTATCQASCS
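HEK293 cells stably co-expressing a cAMP-responsive luciferase reporter and constitutively active GLP-1R were seeded, incubated 12 h, then exposed to compounds for 24 h at 37 C. Luminescence was read 12 min after detection reagent; inverse agonists lower signal.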
FUS suppressor = suppressors of FUS proteinopathy in yeast; Potency, µM (highest dose often 76.6 µM), for the others: at the top dose growth rescue (activation), actives largely listed as activators; S. cerevisiae FUS-expressing, growth rescue, OD600, 24 h; 390,000 compounds, 0.24% hits;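 also: potency is read from the fitted curve at half-maximal effect; plate controls were DMSO vehicle for no effect and reference control for full effect; nearly all actives have a fitted effect of over 55% in size; some results filed as inactive show a strong effect at the top dose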
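Yeast expressing FUS under galactose induction, OD 0.005 in 2% galactose medium; compounds in a dilution series, 24 h at 30C. Growth rescue by absorbance at 600 nm; CP55940 positive control, DMSO negative.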
pAkt inh = Akt phosphorylation inhibition. Neuro2A IGF-stimulated pAkt S473 HTRF, 20 min; hits give low values. activity change, % for hits at 50 µM. AID 651550. 360,000 compounds, 0.32% hits; in the data active = activity change below about -80%; inconclusive = mostly about -51% to -80%; also: % is scaled to controls: 0 for no effect and ±100 for the full control effect
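Neuro2A cells (4,500/well, DMEM with 0.5% FBS) were treated with compound at a single 50 µM final concentration, stimulated with 6 nM IGF for 20 min at 37 °C, and lysed. Phospho-Akt Ser473 was read by HTRF as 665/615 ratio ×10^4.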
D3 antag = D3 dopamine receptor (human) antagonism | P35462 | AID 652054 | 360,000 compounds, 2.5% hits | max response, negative = inhibition, % | D3R cells, DiscoveRx beta-arrestin luminescence, antagonist mode; hits give low values; in the data active = max response below about -50%; inconclusive = no clear call, values can overlap the other calls; also: % is scaled to controls: 0 for no effect and ±100 for the full control effect; mostly tested at two doses, the higher about 12 µM
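Cells plated overnight at 1500 cells/well, then exposed to library compounds with dopamine controls for 90 minutes at 37 degrees C. DiscoveRx reagent added for 30–60 minutes at room temperature; luminescence read, quantitative HTS format.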
Abeta rescue = A-beta toxicity reversal in yeast; yeast expressing A-beta42, growth rescue, OD600, 48 h; response scale: 0% DMSO, 100% iron-clioquinol control; Potency, µM (titrated, usually from 46.1 µM), for the others: top-dose growth rescue, actives largely listed as activators; 410,000 compounds, 0.063% hits; also: potency is read from the fitted curve at half-maximal effect; nearly all actives have a fitted effect of over 55% in size
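Yeast A-beta toxicity model in growth medium with pinned compounds, 48 h at 30 C; growth read as absorbance at 600 nm. Normalized to FeCl3/clioquinol equimolar mix (positive) and DMSO (negative).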
GLP1R ag = activates the human GLP-1 receptor. P43220. HEK293 GLP-1R CRE-luciferase, luminescence, 4-6 h; cells express a hypersensitive GLP-1R form. Potency, µM (titrated, usually from 45.6 µM), inactives show at the top dose activation, usual class: activators. 380,000 compounds, 0.007% hits; also: potency is read from the fitted curve at half-maximal effect; % of control where 0% means no effect
PTHR1 ag = agonists of human PTHR1 parathyroid hormone receptor | Q03431 | HEK293 GP2 PTHR1 cells, GloSensor cAMP luminescence, 1 h | Potency, µM (doses to about 115 µM), without a hit: at the top dose activation, hits mostly activators | 410,000 compounds, 0.075% hits | AID 743266; also: potency is read from the fitted curve at half-maximal effect; nearly all actives have a fitted effect of over 55% in size; some results filed as inactive show a strong effect at the top dose; inactives centre near -15; many of its hits are not listed in these tables
Target sequence (Q03431 whole entry, looked up): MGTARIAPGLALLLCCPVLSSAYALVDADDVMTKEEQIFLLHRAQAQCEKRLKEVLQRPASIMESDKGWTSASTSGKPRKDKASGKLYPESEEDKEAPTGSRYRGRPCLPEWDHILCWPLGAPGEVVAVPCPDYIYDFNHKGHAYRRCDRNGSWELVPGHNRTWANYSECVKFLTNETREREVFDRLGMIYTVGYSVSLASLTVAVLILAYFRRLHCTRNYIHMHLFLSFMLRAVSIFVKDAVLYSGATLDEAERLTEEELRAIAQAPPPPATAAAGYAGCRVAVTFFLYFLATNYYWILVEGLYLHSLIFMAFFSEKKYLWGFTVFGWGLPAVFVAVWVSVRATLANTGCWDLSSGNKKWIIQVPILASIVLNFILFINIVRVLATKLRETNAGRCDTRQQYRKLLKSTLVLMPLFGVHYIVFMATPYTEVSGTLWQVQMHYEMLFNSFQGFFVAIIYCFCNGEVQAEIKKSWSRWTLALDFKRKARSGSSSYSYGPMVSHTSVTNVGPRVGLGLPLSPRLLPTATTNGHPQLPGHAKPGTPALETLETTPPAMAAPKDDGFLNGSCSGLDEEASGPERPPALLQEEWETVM
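HEK-293-derived GP2 cells expressing PTHR1 and a GloSensor cAMP reporter, 3,000/well, plated overnight, given luciferin plus IBMX (each 0.5 mM as added) for 1 h at 37 °C, then compound for 1 h at 37 °C. Luminescence was read after 15 min at room temperature.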
TDP43 rescue = TDP-43 toxicity inhibition in yeast. 410,000 compounds, 1.8% hits. Potency, µM (series often up to 46.1 µM), for inactives: at the highest dose growth rescue (activation), most hits filed as activators. TDP-43 expressing yeast growth rescue, BacTiter-Glo, 24 h. AID 652104; also: potency is read from the fitted curve at half-maximal effect; % of control where 0% means no effect; nearly all actives have a fitted effect of over 50% in size
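In this qHTS, compounds that restore growth of yeast expressing TDP-43 appear as activators. Cells (OD600=0.02, galactose medium, raffinose-pregrown) are incubated with compound 24 hr at 30 deg C and growth is quantified by BacTiter-Glo.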
aSyn yeast inh = alpha-synuclein toxicity inhibition in yeast | Yeast expressing alpha-synuclein, growth rescue, BacTiter-Glo, 24 h | Potency, µM (doses to about 46.1 µM), without a hit: top-dose growth rescue (activation), usual class: activators | 370,000 compounds, 0.14% hits | AID 652106; also: potency is read from the fitted curve at half-maximal effect; % of control where 0% means no effect; nearly all actives have a fitted effect of over 65% in size
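Galactose-induced alpha-syn yeast (OD600=0.02, raffinose-pregrown) + pinned cpd, 24 hr, 30 deg C; growth by BacTiter-Glo luminescence. Growth restoration scores as activation.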
* = called active by the depositor; i = inactive; ? = inconclusive; . = no result given; & = joins results of further samples; [ ] = remark or other dose. Unless noted, calls follow the shape of the dose curve; as a rule, active = well fitted curve in the direction sought with a large enough effect; inconclusive = small, poorly fitted or top-dose-only effect, or another doubt; inactive = no such curve, though single readings can be large; an effect the other way counts as inactive or inconclusive.

SMILES	GLP1R inv ag	FUS suppressor	pAkt inh	D3 antag	Abeta rescue	GLP1R ag	PTHR1 ag	TDP43 rescue	aSyn yeast inh
O=C(/C=C/c1ccc(F)cc1)NCCNC(=O)/C=C/c1ccc(F)cc1	14%	-27%	i	9	-7%	3%	i	12%	-1%
COC(=O)c1ccc(NC(=O)CN2CCN(c3ccc(Cl)cc3)CC2)cc1	-5%&-6%	13%&-30%	i	0	10%&19%	-16%	-25%&-79%	-6%&16%	-1%
CCCCN(CC)C(=O)c1nn(-c2ccc(OC)cc2)c(=O)c2c1c1ccccc1n2C	?	37%	.	.	-23%	.	-7%	16%	.
COc1ccc(OC)c(C(=O)c2ccc(C(=O)O)cc2)c1	0%	-5%	i	-19	1%	-11%	i	17%	11%
COc1ccc(NS(=O)(=O)c2ccc3c(c2)CCO3)cc1	-14%	20%	i	4	-13%	7%	-79%[inhibitor]	-4%[1.82 µM]	3%
Cc1c(C(=O)Cc2ccccc2)n(C)c2ccccc12	11%[0.307 µM]	20%	i	-20	14%	14%	-13%	15%	10%
COc1cc(C)c(Cl)cc1S(=O)(=O)NCC1CCCO1 (stereo unspecified)	12%	-29%	i	0	14%[9.22 µM]	12%	i	24%	9%
COc1ccccc1N1C(=O)C2CC(C)=C(C)CC2C1=O (stereo unspecified)	14%	0%	i	19	6%	0%	i	-4%	6%
O=C(Nc1ccc2nc(SCCOc3ccccc3)sc2c1)c1ccco1	-4%	21%	.	.	-16%	.	i	-2%	.
CN(C)C(CNC(C(=O)Nc1ccc(F)cc1)c1ccccc1)c1ccccc1 (stereo unspecified)	?	10%	i	-16	15%	9%	i	5%	6%
CCOC(=O)c1c(N2C(=O)Nc3ccccc3N2O)sc2c1CCCC2	-13%	7%	i	4	-15%	2%	-12%	-25%	4%
Cc1nc(SCC(C)C)[nH]c(=O)c1Cc1ccccc1	-10%	0%	i	-2	-4%	-2%	-4%[57.5 µM]	-6%	0%
Cc1cc(Nc2ccccc2F)n2ncnc2n1	16%	-24%	i	2	5%	10%	-9%	25%	0%
COc1cccc2oc(CCc3ccccc3)cc(=O)c12	5%	3%	i	3	-10%	5%	-59%[inhibitor]	24%	-22%
COc1ccc(-c2nnc(N(C)C(=O)C3CCOC3)s2)cc1 (stereo unspecified)	44%[activator]	-3%	.	0	-4%	9%	-10%[57.5 µM]	0%	12%
COc1ccc(S(=O)(=O)N(CC(=O)Nc2cc(C)ccc2OC)Cc2ccccc2)cc1	?	34%	.	.	3%	.	-4%	24%	.
CCn1c(=O)cc(OCC(=O)NCCc2cccc(C)c2)c2ccccc21	-24%	18%	i	11	-23%	22%	i	-11%[0.397 µM]	10%
CCN1CCN(C(c2cccs2)C(C)NC(=S)Nc2cccc(C)c2C)CC1 (stereo unspecified)	-8%	16%	i	?	1%	10%	-5%	-6%	-2%
Cn1c(CCN2CCCC2)nc2cc(NS(=O)(=O)c3ccc(Cl)cc3)ccc21	43%[activator]	26%	i	?	-4%	10%	-3%	-1%	3%
CN(CCOc1ccccc1)CC(=O)Nc1ccc([N+](=O)[O-])cc1Cl	3%	-7%	i	-2	21%	18%	-38%[inhibitor]	17%[9.22 µM]	13%
COc1ccc(C2CCCN2C(=O)Nc2cccc(C(C)=O)c2)cc1OC (stereo unspecified)	2%	4%	i	-29	-2%	0%	-11%[57.5 µM]	-5%	22%
CN(Cc1ccccc1)C(=O)c1ccc(NC(=O)Cc2cccc(NC(=O)C3CCN(C(=O)C4CCC4)CC3)c2)cc1	-3%	?	i	0	-10%	0%	i	-2%	-1%
O=C(CN1C(=O)COc2ccc(S(=O)(=O)N3CCCCCC3)cc21)N1CCN(c2cccc(Cl)c2)CC1	?	?	.	.	-11%	-1%	-27%	3%	12%
OC(c1cccc(Cl)c1)c1ncc(-c2cccc3ccccc23)[nH]1 (stereo unspecified)	?	-7%	i	-23	4%	3%	-8%	-8%	0%
CC[C@]12c3[nH]c4cc(CCC(=O)N(C)C)ccc4c3CCN1C(=O)[C@@H](CC(=O)NCc1ccc(OC)c(OC)c1)C[C@@H]2C(=O)N1CCN(C(=O)c2ccco2)CC1	-9%	27%	i	-11	-8%	0%	-10%	5%	3%
COc1ccc(N2CCN(C(=O)CSc3nnc(-c4cc5ccccc5cc4O)n3C)CC2)cc1	-55%	29%	i	-2	-4%	-8%	-21%[57.5 µM]	-11%	0%
CCN(CC)c1nc(-c2cccc(OC)c2O)nc2ccccc12	?	3%	i	?	-23%	2%	-6%[57.5 µM]	4%	7%
CN(C(=O)c1cccnc1)c1nc(-c2ccccc2)cs1	40%[activator]	?	i	23	4%	8%	i	-15%	-2%
C=CCN1C(c2cccc(C(F)(F)F)c2)=CS/C1=C(\C#N)c1nnc(N2CCOCC2)n1-c1ccccc1	?	?	i	-9	8%	-4%	i	24%	0%
O=C(Nc1ccc(Oc2ccc(NC(=O)c3ccco3)c(NC(=O)c3ccco3)c2)cc1)c1ccco1	-1%	11%	i	-93*	16%	1%	-3%	-5%	-22%
COc1ccc(S(=O)(=O)NCCc2csc3nc(-c4cccc(C)c4)nn23)cc1F	5%	2%	.	.	1%	.	-21%	10%	.
CSC1=NC=C(C#N)C2=NC(c3c(Cl)cccc3Cl)NN12 (stereo unspecified)	-17%	-12%	i	2	?	3%	-4%	-40%[inhibitor]	17%
Cc1ccc(C(=O)O)cc1NC(=O)c1ccc(Cn2nc(C)c(Cl)c2C)o1	2%[7.66 µM]	14%	i	5	-13%	5%	-24%	-21%[9.22 µM]	5%
Cn1c(CO)cnc1S(=O)(=O)Cc1c(Cl)cccc1Cl	-11%	-4%	i	7	7%	-2%	i	-4%	6%
COCCn1c(C)cc(/C=C2/NC(=O)N(Cc3ccc(C)cc3)C2=O)c1C	7%	23%	i	-5	11%	9%	i	8%	-1%
CCc1cccc(NC(=O)CCNS(=O)(=O)c2cc(Br)cnc2N)c1	?	-20%	i	1	15%	2%	-4%	-1%	2%
Cc1nc(CSc2n[nH]c(=O)n2-c2cccc(F)c2)cs1	5%	12%	i	3	0%	7%	-9%	-1%	8%
CCN(CC)CCn1c(=S)[nH]c2cc(C(=O)NCc3ccccc3Cl)ccc2c1=O	24%	1%	i	-24	14%	-2%	i	-10%	1%
COc1ccc2c(c1)[nH]c1c(=O)n(N)cnc12	8%	.	i	37	-12%	1%	-16%	-29%	-5%
Cc1ccc2ccc3cccnc3c2n1	?	7%	i	-19	-14%	16%	-3%	15%	-9%

Entries listed so far shown as hits in D3 antag.
SMILES,FUS suppressor,pAkt inh,D3 antag,GLP1R ag,PTHR1 ag
O=C(Nc1ccc(Oc2ccc(NC(=O)c3ccco3)c(NC(=O)c3ccco3)c2)cc1)c1ccco1,11%,i,-93*,1%,-3%

Other results follow.
SMILES	GLP1R inv ag	FUS suppressor	pAkt inh	D3 antag	Abeta rescue	GLP1R ag	PTHR1 ag	TDP43 rescue	aSyn yeast inh
c1csc(CNc2nc(NCC3CCCCC3)c3sccc3n2)c1	?	5%	i	21	-56%[inhibitor]	-6%	-27%	6%	-34%[inhibitor]
COc1ccc2ccccc2c1CN1CCCC(CO)C1 (stereo unspecified)	-9%	2%	-112%*	-9	21%	-6%	i	6%	-1%
O=C(NC1CCCC1)c1ccc(CSc2nc3cccnc3n2Cc2ccc(F)cc2)cc1	8%	-12%	.	.	-5%	.	i	5%	.
COc1cccc(NC(=O)C(Cc2ccccc2)N2Cc3ccccc3C2=O)c1 (stereo unspecified)	-7%	-13%	.	.	1%	.	i	0%	.
COC(=O)C(C(=O)OC)c1ccc(-n2cccc2)cc1	-11%	0%	i	12	-4%	5%	-28%	.	1%
CCc1nc2ccc(C(=O)Nc3ccc(OC)c(OC)c3)cn2c1N(CCC(C)C)CCN(C)C	?	6%	i	38	9%	-4%	i	16%	-1%
CCOC(=O)c1ccc(NC(=O)COc2ccc(S(=O)(=O)N3CCCC3)cc2)cc1	8%	-14%	i	-12	-2%	1%	i	-17%	1%
C[C@@H](C(=O)CC(=O)OC(C)(C)C)[C@@H](O)c1ccccc1	-3%	-16%	i	15	9%	-2%	i	25%	1%
O=C(CN1CCN(Cc2ccccc2)CC1)Nc1ccc(N2CCOCC2)cc1	10%	7%	i	15	-18%	2%	i	-18%	-1%
Cc1cc(C)cc(NC(=O)c2sc3nc4n(c(=O)c3c2C)CCC4)c1	14%	27%	i	15	-12%	3%	-9%	3%	0%
Cc1occc1-c1nnc(SCC(=O)O)n1-c1ccccc1	0%	7%	i	10	.	1%	i	13%	-1%
COc1ccc(CCNC(=O)CS(=O)(=O)Cc2nc(-c3ccccc3Cl)oc2C)cc1OC	4%	10%	i	-4	-21%	6%	i	4%	1%
CCOc1ccc(NC(=O)CC2C(=O)N(c3ccc(OC)cc3)C(=O)N2C2CCCCC2)cc1 (stereo unspecified)	-11%	40µM*	.	.	-24%	.	7%	-12%	.
Cc1ccccc1C(=O)NN1CC(C(=O)OCc2ccc(Cl)c(Cl)c2)CC1=O (stereo unspecified)	-27%	?	i	6	16%	1%	i	11%	13%
Cc1cc(C)nc(NN2C(=O)/C(=C/c3ccccc3)SC2=S)n1	2%	9%	i	8	3%	-10%	i	-16%	-5%
O=C(CNC(=O)c1ccc2c(c1)OCO2)Nc1cccc(Br)c1	?	-10%	i	-21	17%	8%	-34%[inhibitor]	2%	-10%
O=C(COC(=O)CCN1C(=O)/C(=C\C=C\c2ccccc2)SC1=S)Nc1ccc(Br)cc1	23%	21%	i	10	4%	8%	-15%	-16%	19%

Screening data as filed in PubChem BioAssay.

A portion of the library (hit frequency here may not be typical).
